High-throughput results from PubChem.
TNAP inhibition: human TNAP enzyme inhibitors, biochemical, luminescent (AID 518); purified TNAP enzyme, luminescent substrate readout; higher % means a stronger effect; inhibition, % at 20 µM; hits with a dose series show IC50 in µM; 0.09% of 64,000 active; in the data active = a potency from the dose series; inactive = the rest, 99 in 100 with inhibition below about 22%;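 note: plate controls were vehicle for no effect and reference inhibitor for full effect; many of its hits are not listed in these tables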
Bfl-1 displacement: Bfl-1 inhibitors, primary screen, biochemical, fluorescence polarization, FITC-Bid, mouse (AID 432); Bcl-2-related protein A1 (Mus musculus); FITC-Bid BH3 peptide fluorescence polarization displacement; higher % means a stronger effect; displacement, % at 20 µM, or IC50 in µM where a hit was titrated; 0.02% of 64,000 active; in the data active = a potency from the dose series; inactive = the rest, 99 in 100 with displacement below about 15%; note: strong numbers were not always called active
DPM-DC inhibit: S. pneumoniae DPM-DC inhibitors, primary screen, biochemical, PK/LDH-coupled NADH fluorescence | purified DPM-DC | calls only at 10 µM | 0.49% of 65,000 active | AID 556, 2006;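 active = the 320 compounds with the highest percent inhibition in the single-dose primary screen, excluding strongly autofluorescent ones, cut at about 32% in these data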;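 note: kinetic rate of NADH fluorescence loss reporting ADP formed by the decarboxylase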
HPDE-C7K KRASV12: cytotoxicity in KRAS-transformed pancreatic duct cells, primary screen, cell-based, fluorescence, HTS (AID 431); HPDE-C7K KRASV12 cells, Alamar Blue viability, 48 h; higher % means a stronger effect; cytotoxicity, % at 10 µM, or EC50 in µM where a hit was titrated; 1.7% of 63,000 active;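 active = compounds whose percent cytotoxicity in the single-dose primary screen, scaled between solvent and toxic-drug controls, exceeds 50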;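 note: 0% = DMSO solvent wells and 100% = doxorubicin-treated wells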
LYP inhibition: LYP phosphatase inhibitors, primary screen, biochemical, DiFMUP fluorescence, recombinant catalytic domain, 10 µM (AID 606); Tyrosine-protein phosphatase non-receptor type 22 (Homo sapiens); recombinant LYP catalytic domain, DiFMUP fluorescence; higher % means a stronger effect; one-dose inhibition, % at 10 µM; IC50 in µM for titrated hits; 52,000 tested, under 10 active;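 active = IC50 under 40 µM in the dose-response test; inactive = IC50 of 40 µM or more, or never dose-tested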
HT1080 viability: cytotoxicity in HT1080 fibrosarcoma cells, cell-based, fluorescence readout (AID 620); HT1080 viability, fluorescence; higher % means a stronger effect; cytotoxicity, % at 10 µM, or EC50 in µM where a hit was titrated; 0.42% of 87,000 active;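 note: cells exposed to compound overnight then 4 h with Alamar Blue; 0% = vehicle DMSO and 100% = killing control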
PMK inhibit: S. pneumoniae PMK inhibitors, primary screen, biochemical, mevalonate pathway, pilot trial included | phosphomevalonate kinase (Streptococcus pneumoniae D39) | purified PMK, PK/LDH-coupled NADH absorbance 340 nm | 0.49% of 65,000 active | inhibition, % at 10 µM;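 active = top-ranked compounds by inhibition in the single 10 µM screen, taking a fixed number of the strongest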;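 note: 0% = full reaction with DMSO carrier and 100% = background rate without enzyme reaction; no value below 0 was filed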
MK inhibit: S. pneumoniae MK inhibitors, primary screen, biochemical, PK/LDH-coupled NADH absorbance; mevalonate kinase [Streptococcus pneumoniae D39]; purified MK, PK/LDH-coupled NADH absorbance 340 nm; inhibition, % at 10 µM; 0.48% of 65,000 active;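 active = ranked among the strongest by inhibition in the single 10 µM screen, a fixed top-ranked set picked for dose follow-up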; note: no value below 0 was filed
HPDE-C7 viability: cytotoxicity in HPDE-C7 cells, cell-based, fluorescence, HTS (AID 430); HPDE-C7 pancreatic duct cells viability, fluorescence; higher % means a stronger effect; cytotoxicity, % at 10 µM, or EC50 in µM where a hit was titrated; 1.8% of 63,000 active;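 note: cells exposed to compound for 48 hours before viability readout; 0% = vehicle and 100% = reference cytotoxic drug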
PMK inhibit pilot replicates: second read-out of PMK inhibit, no call of its own (marks repeat the call); inhibition, %; measured here: pilot screen replicates
MK inhibit pilot replicates: second read-out of MK inhibit, no call of its own (marks repeat the call); inhibition, %; measured here: pilot screen replicates
DPM-DC inhibit pilot screen %: second read-out of DPM-DC inhibit, no call of its own (marks repeat the call); inhibition, %; measured here: pilot screen trials
The depositor's hits bear a star; i = inactive; · = not tested or not shown. Cut-off read from the data, not from the text of the source, unless noted: active = cytotoxicity above about 50%; inactive = the rest. Rows are unselected; any-hit rate near 3.3%.

SMILES	TNAP inhibition	Bfl-1 displacement	DPM-DC inhibit	HPDE-C7K KRASV12	LYP inhibition	HT1080 viability	PMK inhibit	MK inhibit	HPDE-C7 viability	others
Cc1[nH]nc(N=CC2=C(O)CC(C)(C)CC2=O)c1-c1ccc(Cl)cc1	10%	1%	i	-11%	-8%	-11%	4	8	-16%	PMK inhibit pilot replicates=1.5;MK inhibit pilot replicates=0.5;DPM-DC inhibit pilot screen %=3.0
COc1ccc(S(=O)(=O)NCCC(=O)NCc2ccccc2)cc1	8%	-1%	i	-4%	10%	-5%	7	0	-9%
CCn1c(CC(=O)Nc2ccc(C)cc2)nnc1SCC(=O)NCc1ccccc1	7%	-7%	i	6%	-33%	1%	4	5	-2%
CN(C)C(=O)c1c(-c2ccccc2)oc2ccc(O)cc12	4%	-8%	·	-9%	-1%	10%	0	5	-31%
CCOc1ccc(-c2nnn(CC(=O)c3ccc4c(c3)OCCO4)n2)cc1OCC	-2%	-3%	i	11%	·	4%	0	2	12%
CCOc1ccccc1C1C(C(=O)OC)=CN(C)C=C1C(=O)OC	-13%	-4%	·	-9%	13%	-4%	10	5	6%
Cn1c(=O)oc2cc(S(=O)(=O)NCC3CCCO3)ccc21 (stereo not drawn)	·	·	i	·	1%	-3%	2	5	·
Cc1nn(C/C(C#N)=N\O)c(C)[n+]1N	0%	-7%	i	-19%	-7%	9%	2	12	-25%
COc1cc(C(=O)NCC2CCCO2)ccc1OCc1c(C)noc1C (stereo not drawn)	14%	1%	i	1%	5%	-1%	0	6	-5%
c1ccc(-c2nc3cc(Oc4ccc5oc(-c6ccccn6)nc5c4)ccc3o2)nc1	2%	-10%	i	5%	8%	2%	10	1	1%
O=C(Nc1ccc(Cl)cn1)c1cc2ccccc2o1	12%	2%	i	-4%	14%	·	0	0	0%
CCOC(=O)c1cnc(-n2nc(C)cc2C)nc1NCc1ccccc1	14%	-7%	i	·	·	-36%	10	3	·
Cc1ccnc(N2CCC(C(=O)Nc3ccc(Oc4ccccc4)cc3)CC2)n1	10%	2%	i	-6%	·	0%	29*	0	-11%
O=C(O)c1cc(Cl)c(Cl)cc1C(=O)N1CCCC1	7%	-6%	i	-14%	·	8%	0	6	-14%	PMK inhibit pilot replicates=0.5;MK inhibit pilot replicates=1.0;DPM-DC inhibit pilot screen %=0.0
O=C(OCC(=O)N1CCCC1)c1cccs1	17%	1%	i	-8%	-3%	0%	12	0	-7%
C=CCn1c(NC(=O)c2ccc(Br)o2)c(C(=O)OCC)sc1=S	-5%	4%	i	10%	-9%	19%	8	20	-1%
CC(C)OC(=O)c1nn2c(C(F)(F)F)cc(-c3ccc(Br)o3)nc2c1Br	16%	-1%	i	37%	9%	17%	0	8	36%
CCc1ccccc1NC(=O)CN(C)Cc1nc(N)nc(Nc2ccccc2C)n1	-26%	-4%	i	-33%	·	-1%	17	0	-21%
Cc1cccc(OCC(=O)OCC(=O)c2c(N)n(C)c(=O)n(C)c2=O)c1	6%	-4%	i	3%	10%	5%	12	2	5%
COc1ccccc1CNC(=O)COC(=O)C1=COCCO1	0%	4%	i	-6%	14%	-4%	9	0	-1%
CCC(=O)c1cccc2c1N=CC1=C(CC(C)(C)CC1=O)N2	8%	2%	i	10%	4%	-3%	11	18	-1%
CCCCCN(C(=O)NC(=O)Nc1ccccc1OC)S(C)(=O)=O	7%	-4%	i	8%	-21%	1%	11	7	-3%
O=c1c2ccccc2c(/C=N/n2cnnc2)c(O)n1-c1ccccc1	16%	-4%	i	-12%	-10%	4%	15	0	-7%	PMK inhibit pilot replicates=4.0;MK inhibit pilot replicates=0.0;DPM-DC inhibit pilot screen %=1.5
CCCn1c(C(O)c2ccc(OCC)cc2)nc2ccccc21 (stereo not drawn)	10%	-1%	i	6%	-4%	4%	1	1	-11%
Cc1ccc(Cl)cc1N1CCN(Cc2nnnn2C2CCCCC2)CC1	25%	2%	i	-12%	5%	·	25*	0	-16%
O=c1[nH]cnc2nn(-c3ccccc3)nc12	6%	5%	i	-6%	3%	4%	0	0	4%
CCN(CC)CCn1c(=S)[nH]c2cc3c(cc2c1=O)OCO3	10%	2%	i	8%	1%	1%	6	1	4%
CC(C)NC(=O)Cn1cnc2c1c(=O)n(C)c(=O)n2C	10%	-2%	i	-9%	-9%	4%	6	13	-7%
COc1ccc(S(=O)(=O)N(C)CC(=O)NCc2cccnc2)cc1	1%	-11%	i	-21%	5%	-4%	0	8	-15%
Cc1c(NC(=O)CCCCCN2C(=O)C3C4C=CC(C4)C3C2=O)c(=O)n(-c2ccccc2)n1C (stereo not drawn)	8%	0%	i	11%	11%	-4%	11	12	6%

Brought forward from above: 5 entries, followed by the next part.
SMILES	TNAP inhibition	Bfl-1 displacement	DPM-DC inhibit	HPDE-C7K KRASV12	LYP inhibition	HT1080 viability	PMK inhibit	MK inhibit	HPDE-C7 viability	others
O=c1[nH]cnc2nn(-c3ccccc3)nc12	6%	5%	i	-6%	3%	4%	0	0	4%
CCN(CC)CCn1c(=S)[nH]c2cc3c(cc2c1=O)OCO3	10%	2%	i	8%	1%	1%	6	1	4%
CC(C)NC(=O)Cn1cnc2c1c(=O)n(C)c(=O)n2C	10%	-2%	i	-9%	-9%	4%	6	13	-7%
COc1ccc(S(=O)(=O)N(C)CC(=O)NCc2cccnc2)cc1	1%	-11%	i	-21%	5%	-4%	0	8	-15%
Cc1c(NC(=O)CCCCCN2C(=O)C3C4C=CC(C4)C3C2=O)c(=O)n(-c2ccccc2)n1C (stereo not drawn)	8%	0%	i	11%	11%	-4%	11	12	6%
CC(C(=O)c1ccccc1)n1c(N2CCOCC2)nc2c1c(=O)n(C)c(=O)n2C (stereo not drawn)	8%	-7%	i	4%	3%	3%	5	3	27%
CCOC(=O)CSc1nnc([C@H](Cc2ccccc2)NC(=O)OC(C)(C)C)o1	-2%	5%	i	-8%	3%	20%	13	2	-7%
COc1cc(OC)cc(C(C)=O)c1	8%	-3%	i	-13%	13%	-3%	0	0	-25%
CN1CCN(S(=O)(=O)c2ccc3c4c(cccc24)C(=O)N3)CC1	6%	-7%	·	12%	2%	5%	9	2	6%
c1ccc2c(c1)NC(CN1CCOCC1)CO2 (stereo not drawn)	3%	-11%	i	-2%	-5%	1%	0	11	-11%
Cc1c2cnn(-c3ccccc3)c(=O)c2c(C)n1CCCC(=O)N1CCN(C)CC1	11%	-9%	i	-7%	3%	7%	18	3	3%
Cc1ccc2[nH]c(=O)c(CN(Cc3ccco3)S(=O)(=O)c3c(C)ccc4nsnc34)cc2c1	13%	-5%	i	15%	·	2%	2	0	1%
CCN(CC)S(=O)(=O)c1ccc(C(=O)NCc2nnc(SCC(=O)OC)n2C)cc1	5%	-1%	i	-1%	·	9%	0	0	-6%
O=C(NCC(=O)N(Cc1cccs1)C(C(=O)NC1CCCC1)c1ccco1)c1cccs1 (stereo not drawn)	1%	2%	i	5%	15%	5%	18	2	7%
CCc1c(C)c2ccc(O)c(CN(C)C)c2oc1=O	13%	1%	·	5%	-3%	8%	0	12	-5%
CCn1c(C(O)c2ccc3c(c2)OCO3)nc2ccccc21 (stereo not drawn)	9%	-4%	i	-8%	-6%	9%	0	4	-11%
CC(=O)NS(=O)(=O)c1ccccc1	13%	-2%	i	8%	·	6%	13	4	-1%
CCOc1ccccc1OCc1nn2c(-c3ccc(C)cc3)nnc2s1	21%	-3%	i	0%	-3%	-2%	12	7	-2%
CCN1CCN(Cc2c(OC)ccc3ccccc23)CC1	12%	-5%	i	7%	15%	-7%	0	4	6%
Cc1noc(C)c1S(=O)(=O)NCc1ccc2c(c1)OCO2	4%	5%	i	7%	-4%	-5%	10	13	1%

Retrieved by compound from the list above:
SMILES	TNAP inhibition	Bfl-1 displacement	DPM-DC inhibit	HPDE-C7K KRASV12	LYP inhibition	HT1080 viability	PMK inhibit	MK inhibit	HPDE-C7 viability	others
CCOc1ccccc1OCc1nn2c(-c3ccc(C)cc3)nnc2s1	21%	-3%	i	0%	-3%	-2%	12	7	-2%
Cc1c2cnn(-c3ccccc3)c(=O)c2c(C)n1CCCC(=O)N1CCN(C)CC1	11%	-9%	i	-7%	3%	7%	18	3	3%
c1ccc2c(c1)NC(CN1CCOCC1)CO2 (stereo not drawn)	3%	-11%	i	-2%	-5%	1%	0	11	-11%

The list goes on.
SMILES	TNAP inhibition	Bfl-1 displacement	DPM-DC inhibit	HPDE-C7K KRASV12	LYP inhibition	HT1080 viability	PMK inhibit	MK inhibit	HPDE-C7 viability	others
CC(=O)Nc1cc(S(=O)(=O)C(F)(F)F)ccc1Cl	7%	6%	i	1%	0%	1%	1	2	6%
COC(=O)c1c(C(=O)NCc2ccccc2)ncn1CC(O)COc1ccccc1 (stereo not drawn)	6%	-5%	i	12%	10%	2%	8	6	-1%
CN1CCN(Cc2c(O)ccc3c(-c4ccccc4)cc(=O)oc23)CC1	5%	-3%	i	6%	-12%	-9%	4	3	-7%
CC(=O)c1ccc(Nc2ncnc3c2oc2ccccc23)cc1	9%	12%	i	-9%	9%	6%	8	8	4%
CCOc1ccc2[nH]c(=O)c(C(c3nnnn3C3CCCCC3)N3CCN(C)CC3)cc2c1 (stereo not drawn)	8%	-2%	·	11%	7%	-5%	18	6	14%
OCCN1CCOCCN(CCO)CCN(CCO)CC1	-51%	3%	i	-5%	2%	17%	14	8	0%
COc1ccccc1C(=O)NC(=Nc1nc2ccccc2o1)NC(=O)c1ccccc1OC	13%	-6%	i	5µM*	-1%	2%	0	0	4.3µM*
COC(=O)COc1ccc(S(=O)(=O)NCc2cccnc2)cc1	8%	-7%	i	1%	13%	-4%	9	2	0%
O=[n+]1c2c(n([O-])c3cc(F)c(N4CCCC4)cc31)CCCC2	15%	11%	i	3%	-4%	-11%	4	0	3%
